mouse EphA4 binding: inhibitors of EphA4 binding to KYL peptide, primary screen, biochemical, colorimetric, mouse EphA4 (AID 689); Ephrin type-A receptor 4 (Mus musculus); EphA4-AP binding to KYL peptide, pNPP A405; higher % means a stronger effect; one-dose inhibition, % at 10 µM; IC50 in µM for titrated hits; 62,000 compounds, 0.1% hits; in the data active means a potency from the dose series; inactive means the rest, 99 in 100 with inhibition below about 22%
The depositor's hits bear a star; & = joins results of further samples. An excerpt (hit frequency here may not be typical).

SMILES	mouse EphA4 binding
Cc1cc(OC(C)C(=O)O)c2c3c(c(=O)oc2c1)CCC3 (configuration not stated)	-7.6%
O=c1cccc2n1CC1CC2CN(c2ncnc3c2cnn3-c2ccccc2)C1 (configuration not stated)	6.9%
CCOC(=O)c1c(N)n(Cc2ccco2)c2nc3ccccc3nc12	-3.1%
OC1C2CCCC1C(N1CCCCC1)CC2 (configuration not stated)	-0.1%
CCN1C(=O)NC(=O)/C(=C\c2ccc(N3CCOCC3)cc2OC)C1=O	7.5%
O=c1[nH]c(=O)n(C2CCCCCC2)c(O)c1C=NCC1CCCO1 (configuration not stated)	-11.9%
O=c1c2ccccc2nc(-c2ccccc2F)n1-c1ccccc1	1.1%
COc1cccc(N2CCN(Cc3ccc(Cl)cc3)CC2)c1	9.6%
O=C1NC(=S)N(c2ccc(Br)cc2)C(=O)/C1=C/c1ccc(-c2ccc(C(=O)O)cc2)o1	16.8%
COc1ccc(CNCC(=O)N2CCC3(CC2)OCCO3)cc1	-3.8%
O=P(Nc1ccccc1Cl)(c1ccccc1)c1nc2c(s1)CCCC2 (configuration not stated)	6.6%
COC(=O)CN1C(=O)C2(C(C(=O)OC)=C(N)Oc3ccccc32)C2=C1CC(C)(C)CC2=O (configuration not stated)	-22.3%
Clc1ccccc1CN1CCN(c2ccccc2Cl)CC1	0.2%
OC1(c2ccccc2F)CC2CCC(C1)N2CCN1CCOCC1 (configuration not stated)	-11.0%
O=C1NC(=O)C2(C(=O)N1)C(c1ccc(F)cc1)NC(=S)NC2c1ccc(F)cc1 (configuration not stated)	-11.3%
COc1cccc(CN2CCN(C(=O)Cc3ccccc3)CC2)c1OC	-14.3%
COc1ccc(CCNCc2ccc(SC)cc2)cc1	-3.4%
CN1CCN(CCC(C#N)(c2ccccc2)c2ccccc2)CC1	-10.6%
CCOc1ccc(NC(=S)NC2CN3CCC2CC3)cc1 (configuration not stated)	7.7%
COc1ccc(C=C2C(=O)NC(=O)NC2=O)c(OC)c1	6.6%
Cc1cccc(C)c1NC1=NCCCS1	10.7%
CCC(=NCc1ccco1)c1c(O)n(-c2ccc(C)cc2)c(=O)[nH]c1=O	-8.1%
COc1ccc(P2(=O)Nc3ccccc3N2)cc1	-16.4%
CN(C)CCN=Cc1c(O)n(C2CCCCCC2)c(=O)[nH]c1=O	-3.7%
CC(C)N1CCC2(CC1)NC(CO)(CO)CO2	10.8%
SMILES	mouse EphA4 binding
Cc1ccccc1-n1c(O)c(C=Nc2ccc3c(c2)OCO3)c(=O)[nH]c1=O	-2.9%
CN1C(=O)C(=Cc2ccccc2Oc2ccc(Cl)c(F)c2)C(=O)N(C)C1=O	1.1%
CC(C)CC(NC(=O)C1CCCCC1)C(=O)N1CCC2(CC1)OCCO2 (configuration not stated)	10.8%
Cc1cc(C)cc(-n2c(C)cc(C=C3C(=O)NC(=O)NC3=O)c2C)c1	10.4%
CN1CN(Cc2ccccc2)CN/C1=N/[N+](=O)[O-]	6.8%
C=CCn1c(O)c(C(C)=NCc2cc(OC)cc(OC)c2)c(=O)[nH]c1=O	8.1%
O=C(Cc1ccccc1)N1CCN(Cc2c[nH]c3ccccc23)CC1	3.0%
O=C1NC(=O)N(C2CCCCC2)C(=O)C1C1c2ccccc2C(=O)N1Cc1ccccc1 (configuration not stated)	-0.5%
CCOC(=O)C1=C(N)Oc2ccccc2C12C(=O)N(CC(=O)OC)C(CC(=O)OC)=C2C(=O)OC (configuration not stated)	-9.9%
C=CCNC(=O)c1c(N)n(Cc2ccco2)c2nc3ccccc3nc12	3.0%
O=C1C2CCCN2C(c2cccs2)N1c1ccccn1 (configuration not stated)	13.0%
CN(C)c1ccc(CN2CC=C(c3ccc(F)cc3)CC2)cc1	-14.8%
COc1ccc(-n2c(=O)[nH]c3ccccc3c2=O)cc1	-3.2%
O=C1NC(=S)N(c2ccc(Br)cc2)C(=O)/C1=C/c1ccc(-c2ccccc2C(=O)O)o1	2.5%
Cc1nc2ccccc2c(=O)n1-c1ccccc1C(F)(F)F	-3.3%
CCOc1cccc(C2NCc3ccccc3-n3cccc32)c1O (configuration not stated)	-13.8%
CC(C)CCNC(=O)c1c(N)n(CC2CCCO2)c2nc3ccccc3nc12 (configuration not stated)	29.8%
CC1(C)CC2(CCO1)NCCN1C(=O)CSC12 (configuration not stated)	-7.8%
O=C(NCC(c1cccnc1)N1CCN(c2ccccc2F)CC1)Oc1ccccc1 (configuration not stated)	1.3%
O=C1NCCN2CCCC12 (configuration not stated)	-5.9%
O=c1[nH]c(=O)n(C2CCCCCC2)c(O)c1C=NCCCN1CCOCC1	4.5%
Cc1cc(OCC(=O)OC(C)C)c2c3c(c(=O)oc2c1)CCCC3	-17.8%
CCCC1(CCC)C(=O)NC(=NCc2ccccc2)NC1=O	-2.1%
CN(C(=O)Oc1cccc2cccnc12)c1ccccc1	15.5%
CC1=NN(c2ccccc2)C(=O)C1/C=C1/C(=O)NC(=O)N(c2cc(C)cc(C)c2)C1=O (configuration not stated)	-3.6%
SMILES	mouse EphA4 binding
CC(=O)Nc1ccccc1OC(=O)N(C)C	-26.6%
CN(C)C(=O)Oc1ccc(OC(=O)N(C)C)cc1	-10.9%
O=C1C2CCCN2C(c2cccnc2)N1c1cccc(Cl)c1 (configuration not stated)	-6.5%
CC1=CC(=O)C2=C(C)CC(O)C3C(C)C(=O)OC3C12 (configuration not stated)	17.3%
O=c1oc2ccccc2c(O)c1C(c1ccccc1F)c1c(O)c2ccccc2oc1=O	-12.1%
CCCCP(=O)(O)c1ccccc1	3.6%
O=C(C1CC(=O)N(C2CCCCC2)C1)N1CCC2(CC1)OCCO2 (configuration not stated)	-8.8%
Cc1ccc(N2C(=O)/C(=C/c3ccc(CN(CCC#N)S(C)(=O)=O)o3)C(=O)NC2=S)cc1	-3.4%
COc1ccc(-n2c(O)c(C=Nc3c(C)n(C)n(-c4ccccc4)c3=O)c(=O)[nH]c2=O)cc1	-5.8%
O=C(NC1CC1)C1CSC(c2cccnc2)=N1 (configuration not stated)	-9.2%
CC1=NN(c2ccccc2)C(=O)C1/C=C1\C(=O)NC(=O)N(c2cccc(C)c2)C1=O (configuration not stated)	12.8%
COc1ccccc1/C=N/N=C(/N)N[N+](=O)[O-]	5.6%
CC(C)c1ccc(O)c(CN2CCN(c3ccccc3)CC2)c1	7.1%
CC(=NC(C)c1ccccc1)c1c(O)[nH]c(=O)[nH]c1=O (configuration not stated)	-1.2%
CN1CCN(c2ccc(C(N)=O)cc2N)CC1	-7.1%
CC(=NCCC1=CCCCC1)c1c(O)[nH]c(=O)[nH]c1=O	-32.6%
CCC(C)N1C(=O)NC(=O)C2(Cc3cc(C)ccc3N(C)C2)C1=O (configuration not stated)	-9.2%
Cn1c(O)c(C(c2ccccn2)c2c(O)n(C)c(=S)n(C)c2=O)c(=O)n(C)c1=S	-16.2%
CC(C)CN(CC(C)C)c1ccc(C=C2C(=O)NC(=S)NC2=O)cc1[N+](=O)[O-]	39.5%
COc1ccc(C2c3c(c4ccccc4oc3=O)Oc3c2c(=O)oc2ccccc32)cc1Cn1nc(C)c([N+](=O)[O-])c1C	-8.7%
CC(=NCC1CCCO1)c1c(O)n(C)c(=O)n(C)c1=O (configuration not stated)	-16.6%
O=C(C1CCC(=O)N1Cc1ccc(F)cc1)N1CCC2(CC1)OCCO2 (configuration not stated)	-11.3%
COC(=O)CSC1=NP(=S)(SCC(=O)OC)N2CCCC2=C1C#N (configuration not stated)	8.3%
CC(C)(C)c1ccc(O)c(CN2CCN(c3ccccc3)CC2)c1	3.6%
O=c1[nH]c(=O)n(CCC2=CCCCC2)c(O)c1C=NCCN1CCNCC1	-11.5%
SMILES	mouse EphA4 binding
CCOC(=O)[C@@]1(C#N)C(c2ccc(Cl)c(Cl)c2)[C@H](C(N)=O)N2C=C(C(C)=O)C=C[C@H]21 (some centres not stated)	-8.8%
Cc1cc(C)cc(NC(=S)NC2CC3CCCC(C2)N3Cc2cccs2)c1 (configuration not stated)	-17.9%
Cn1c(=O)cc(OCCCC(=O)N2CCC3(CC2)OCCO3)c2ccccc21	-0.9%
O=C(COc1ccccc1)N1CCN(Cc2c[nH]c3ccccc23)CC1	-9.9%
Cc1nc2ccccn2c1P(=S)(N1CCCCC1)N1CCCCC1	1.3%
CC(=O)OC1C2CCCC1C(N1CCCC1)CC2 (configuration not stated)	1.6%&-4.1%
CCCCn1c(O)c(C(CC)=NCc2ccco2)c(=O)[nH]c1=O	-16.6%
Cn1c[n+](C)cc1C(O)c1ccccc1 (configuration not stated)	21.0%&-21.1%
O=C(NC(Cc1ccccc1)C(=O)N1CCC2(CC1)OCCO2)C1CCCCC1 (configuration not stated)	-6.2%
O=C1NC(=O)C(CCc2ccncc2)(C2CCCCC2)C(=O)N1	-8.0%
O=C1NC(=O)C(=Cc2ccccc2Cl)C(=O)N1	-22.7%
COc1cccc(CNCCc2ccccc2F)c1OC	-1.1%
CCN1CCC2(CCNC2)C1 (configuration not stated)	1.3%
O[C@@H]1CCCC[C@H]1N1CCC(c2ccccc2)CC1	-7.5%
Cc1cc(OC(=O)c2ccco2)c2c3c(c(=O)oc2c1)CCCC3	-14.9%
OCCN1C2CCC1CC(O)(c1ccc(F)cc1)C2 (configuration not stated)	1.1%
COc1ccc(Cn2c(O)c(C=NCCCn3ccnc3)c(=O)[nH]c2=O)cc1	-16.4%
O=C(CSC1c2ccccc2-c2ccccc21)N/N=C/c1ccccc1O	-4.9%
Cc1ccc(-n2nc(C)c3c2NC(=O)CSC3c2ccc3c(c2)OCO3)cc1 (configuration not stated)	-5.4%
O=C(c1ccc(Cl)cc1)C12CN3CN(CN(C3)C1)C2	0.0%
CCn1c(=O)cc(SCC(=O)N2CCC3(CC2)OCCO3)c2ccccc21	-5.7%
Cn1c2ccccc2c2c(C(=O)N3CCC4(CC3)OCCO4)cn(C3CCCCC3)c(=O)c21	-13.6%
CCC12CN3CCN(CC(C3)/C1=N\O)C2	-11.2%
CC(C)Oc1ccc(Br)cc1C=C1C(=O)NC(=O)NC1=O	2.0%
O=P(C(c1c[nH]c2ccccc12)N1CCOCC1)(N1CCOCC1)N1CCOCC1 (configuration not stated)	-2.7%
SMILES	mouse EphA4 binding
C=Cn1ccnc1P(=S)(c1nccn1C=C)c1nccn1C=C	-7.6%
Cc1ccc(C2CC(=O)C(C=NCCN3CCN(C(=O)Cc4ccccc4)CC3)=C(O)C2)cc1 (configuration not stated)	-0.3%
CC(c1ccccc1)n1cncc1C(=O)N1CCCC1=O (configuration not stated)	-28.3%
CCCCSP1(=S)NCCCO1 (configuration not stated)	-5.4%
O=C1NC(=O)N(c2ccccc2F)C(=O)/C1=C/c1ccc(-c2cc(C(=O)O)ccc2Cl)o1	8.5%
O=c1[nH]c(=S)n(Cc2ccco2)c(O)c1C=NCc1cccs1	19.1%
O=C1Nc2ccc(Br)cc2C(c2ccccc2Cl)=NC1O (configuration not stated)	-1.0%
Cc1nc2ccccc2c(=O)n1-c1ccccn1	3.2%
CCN(CC)CCNC(=O)c1c(O)c2ccccc2n(Cc2ccccc2)c1=O	-2.1%
CCC(=NCc1ccco1)c1c(O)n(C2CCCCC2)c(=O)[nH]c1=O	-34.4%
COc1ccc(C2SCC(=O)Nc3c2c(C)nn3C2CCOC(C)(C)C2)cc1 (configuration not stated)	-12.0%
C=CCn1c(O)c(C=NCCN(C)C)c(=O)[nH]c1=O	-6.3%
COc1ccc(CN2CCN(c3ccccc3)CC2)c(C)c1C	7.0%
Cc1ccc(C2N(c3cc(C)on3)C(=O)C3CCCN32)cc1 (configuration not stated)	-10.1%
CC(C)Oc1cc(-n2c(=S)[nH]c3ccccc3c2=O)c(Cl)cc1Cl	-9.3%
O=[N+]([O-])c1ccc(N2CCNCC2)cc1NC1CC1	-8.2%
Nc1ccccc1C(=O)c1ccccc1	-15.1%
